Pf growth 48h = inhibits P. falciparum growth in the first generation, 48 h | P. falciparum luciferase growth in erythrocytes, 48 h | Potency, µM (doses to about 28.7 µM), without a hit: at the top dose activity change, negative = inhibition, actives largely listed as inhibitors | actives 5.9% (n = 310,000) | AID 504832
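Luciferase-expressing parasites in RBCs, 2% Hct / 0.1% parasitemia final; RPMI 1640 + 0.5% Albumax; 37 C, 5% CO2, one generation; luminescence read-out, lower signal = inhibition.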
Pf growth 96h = P. falciparum growth inhibition at 96 hours; P. falciparum luciferase reporter growth, 96 h; Potency, µM (doses to about 28.7 µM), without a hit: top-dose activity change, negative = inhibition, hits mostly inhibitors; AID 504834; actives 6.9% (n = 320,000)
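Infected RBCs, 2% Hct / 0.05% parasitemia final; luciferase-reporter P. falciparum; cpd 96 h, 37 C, 5% CO2; luciferase detection reagent; luminescence.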
TbPYK inhibitor = blocks Trypanosoma brucei pyruvate kinase. Q57TT1. Potency, µM (highest dose often 76.8 µM), for inactives: at the top dose activity, negative = inhibition, usual class: inhibitors. actives 0.12% (n = 410,000). TbPYK enzyme, Kinase-Glo Plus ATP luminescence, 45 min; note: nearly all actives have a fitted effect of over 50% in size
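ADP (130 uM final) triggers the TbPYK reaction after compound addition; incubation is 45 min at room temperature. Kinase-Glo Plus is then added and luminescence imaged. Normalized data are fitted to concentration-effect curves.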
LmPK inh = blocks Leishmania mexicana pyruvate kinase activity; actives 0.37% (n = 290,000); Potency, µM (titrated, usually from 57.5 µM), for inactives: at the top dose activity change, negative = inhibition, actives largely listed as inhibitors; purified LmPK, Kinase-Glo ATP luminescence, 1 h; Q27686; AID 1721
Target sequence (Q27686 whole entry, looked up): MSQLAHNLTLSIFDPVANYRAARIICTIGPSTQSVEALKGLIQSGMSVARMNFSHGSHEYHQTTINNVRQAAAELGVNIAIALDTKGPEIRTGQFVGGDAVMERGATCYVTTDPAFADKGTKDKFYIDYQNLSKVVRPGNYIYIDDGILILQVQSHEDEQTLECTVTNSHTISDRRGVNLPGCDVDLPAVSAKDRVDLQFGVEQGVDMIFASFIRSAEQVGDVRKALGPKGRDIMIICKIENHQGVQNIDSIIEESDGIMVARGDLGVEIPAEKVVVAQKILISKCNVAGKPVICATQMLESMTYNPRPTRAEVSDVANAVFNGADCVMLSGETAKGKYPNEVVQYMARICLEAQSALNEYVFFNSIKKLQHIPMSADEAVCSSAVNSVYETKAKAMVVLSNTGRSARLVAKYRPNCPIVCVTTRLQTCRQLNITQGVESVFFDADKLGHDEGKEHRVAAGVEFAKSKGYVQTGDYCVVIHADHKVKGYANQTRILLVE
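Kinase-Glo luminescence read after 1 h RT reaction of 0.1 nM LmPK with 0.5 mM PEP and 0.1 mM ADP. Activity scaled between uninhibited and enzyme-free controls.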
HCV inh = inhibitors of hepatitis C virus infection | Huh7.5.1 HCVcc-Cre infection, luciferase reporter, 44 h | Potency, µM (doses to about 41.8 µM), for inactives: at the highest dose activity change, negative = inhibition, most hits filed as inhibitors | actives 3.4% (n = 340,000)
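Reporter virus HCVcc-Cre (~0.5 moi) infects cells exposed to compound; seeding density 1,000 cells/well with 4 h settling beforehand. Luminescence, 15 sec read, taken 44 h post-infection following a 15 min RT substrate incubation.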
Sm TGR inh = S. mansoni TGR enzyme inhibition | Q962Y6 | purified TGR, DTNB reduction, TNB absorbance 405 nm | Potency, µM (series often up to 114 µM), for the others: at the top dose activity change, negative = inhibition, hits mostly inhibitors | actives 3% (n = 360,000) | AID 485364; note: nearly all actives have a fitted effect of over 60% in size
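Kinetic colorimetric format: TGR-catalysed, NADPH-driven DTNB reduction monitored via TNB absorbance. Enzyme dispensed at 20 nM; compound exposure 15 min at room temperature before reaction start.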
The depositor's hits bear a star; i = inactive; ? = inconclusive; . = not tested or not shown; & = joins results of further samples; [ ] = dose if it differs, or a comment. Calls come from the whole dose curve; as a rule, active = well fitted curve in the direction sought with a large enough effect; inconclusive = small, poorly fitted or top-dose-only effect, or another doubt; inactive = no such curve, though single readings can be large; an effect the other way counts as inactive or inconclusive. % is set by controls: 0 for no effect and ±100 for the full control effect; potency is the fitted concentration of half-maximal effect.

SMILES	Pf growth 48h	Pf growth 96h	TbPYK inhibitor	LmPK inh	HCV inh	Sm TGR inh
C=CCNc1nc2c(c(=O)n(C)c(=O)n2C)n1Cc1ccc(F)cc1	-8%	-21%	1%	0%	6.3µM*	2%
O=S(=O)(N1CCOCC1)n1nnc2ccccc21	6%	.	1%	-4%	21%	6%
COc1ccc(/C=C2\SC(=S)N(CCC(=O)Nc3ccc(O)cc3)C2=O)cc1	57%[activator]	?	-6%	-1%	?	1%
Cc1ccc(S(=O)(=O)N(C)C)cc1N	1%	12%	3%	0%	-3%	0%
CN(c1cccc(NS(=O)(=O)c2cccc([N+](=O)[O-])c2)c1)S(C)(=O)=O	10%	1%	-4%	0%	-1%	.
C/C(CCc1ccccc1)=N\NC(=O)C1C2CCCCC21 (centres undefined)	-4%	-2%	2%	4%	7%	2%
CCCn1nnc(NC(=O)c2ccc(OCC)c(Cl)c2)n1	13µM*	20%	1%	-1%	?	1%
O=C(c1ccccc1S(=O)(=O)NCC(O)COc1ccc([N+](=O)[O-])cc1)N1CCCCC1 (centres undefined)	-6%	5%	3%	-2%	-5%	-10%
CC(=O)c1ccc(N=Nc2ccc(N)cc2)cc1	152%[activator]	i	-2%	-23%	?	6%
C=CCNc1nc(Nc2ccc(OC)cc2)nc(OC)n1	14%	.	4%	2%	21%	0%
Cc1ccc(C)c(NC(=O)COc2cccc3c2CCN(Cc2ccccc2C)C3=O)c1	?	10µM*	-7%	0%	5%	-2%
C/C(=N\NC(=O)CCn1nnc2ccccc21)c1ccco1	56%[activator]	83%[activator]	-2%	-11%	13%	-1%
CC(=O)Nc1ccc(S(=O)(=O)NCCNC(=O)c2ccccc2F)cc1	13%	.	3%	2%	12%	-14%
O=C(COc1ccc(Cl)cc1)NCc1nnc(SCC(=O)NCCc2ccccc2)o1	-16%	?	2%	2%	10%	5%
CCc1ccc(-n2c(=O)c3ccc(C(=O)NCCc4ccccc4)cc3n(CC(N)=O)c2=O)cc1	?	-12%	12%&3%	-1%	-43%	8%&-9%
N=C1S/C(=C\c2ccc(-c3cccc(Cl)c3)o2)C(=O)N1c1nccs1	4.7µM*	?	-7%	-2%	14%	-20%
CCOC(=O)c1c(SCC(=O)Nc2nc(C)cs2)nc(=O)[nH]c1C	-2%	4.7µM*	8%	-2%	2%	2%
Cc1ccc(CNc2nc3ccccc3n3nnnc23)cc1	55%[activator]	15%	-3%	-6%	16%	4%
Cc1cc(Cl)ccc1OCC(=O)Nc1cccc(S(=O)(=O)NC2=NCCCCC2)c1	-3%	-3%	-3%	.	-6%	-2%
CC(NC(=O)c1ccc2c(c1)OCO2)C(c1cccs1)N1CCN(c2ccccc2)CC1 (centres undefined)	141%[activator]	12µM*	4%	1%	-16%	2%
CC(C)NC(=S)NC1(C)CCS(=O)(=O)C1 (centres undefined)	32%[activator]	43%[activator]	0%	-2%	9%	-5%
CSc1nc2c(c(=O)[nH]1)C(c1ccc(F)cc1)CC(=O)N2 (centres undefined)	30%[activator]	53%	2%	0%	0%	-6%
COc1ccc(N=C2S/C(=C\c3ccco3)C(=O)N2CC(C)C)cc1	?	?	3%	3%	2%	45µM*
Fc1cc(F)c2nc(N3CCOCC3)sc2c1	45%[activator]	3.7µM*	0%	-18%	8%	3%
O=C(NCCCN1CCOCC1)c1cc2c(s1)CCC2	.	85%[activator]	6%	3%	-11%	5%
(list continues)
SMILES	Pf growth 48h	Pf growth 96h	TbPYK inhibitor	LmPK inh	HCV inh	Sm TGR inh
Cc1cc(C)cc(NS(=O)(=O)c2cc(C(=O)NCc3ccccn3)ccc2Cl)c1	12%	?	-13%	-5%	22%	3%
CCN(CC)C(=O)COc1ccc2oc(C)c(C(=O)OC)c2c1	23%	45%[activator]	5%	0%	?	-8%
O=c1[nH]c(=S)n(C2CC2)c(O)c1C=Nc1ccc2c(c1)OCO2	29%	7%	-3%	4%	6%	-26%
CC(C)CNC(=O)COC(=O)c1c2c(nc3ccccc13)CCC2	?	?	-3%	-6%	-21%	1%
O=C(NCc1cccnc1)C1c2ccccc2C(=O)N1C1CCCC1 (centres undefined)	21%	1%	-8%	0%	9%	4%
O=C(Nc1cc(N2CCOCC2)ncn1)c1ccccc1	185%[activator]	5%	-2%	-5%	17%	4%
Cc1csc(SCC(=O)N(c2ccccc2)C(C)C)n1	10µM*	?	4%	.	13%	-11%
CN1C(=O)C(C)(C)c2cc(S(=O)(=O)N3CCC(C(=O)NCc4ccc(Cl)cc4)CC3)ccc21	?	?	0%	12%	?	0%
CCOc1cc(C(=O)N(C)Cc2cc3cc(OC)ccc3[nH]c2=O)cc(OCC)c1OCC	-10%	10%	-8%	6%	?	-20%
COc1ccc(Nc2ncnc3sccc23)c(OC)c1	4%	7%	-5%	-5%	-21%	5%
Cc1cc(Br)ccc1NC(=O)CSc1nnc(CN2CCOCC2)n1C	-1%	3%	6%	0%	1%	1%
CCc1cc2c(=O)c(-c3ccc4c(c3)OCCO4)coc2cc1OS(C)(=O)=O	68%[activator]	27%	-3%	-2%	11µM*	0%
COc1ccc(/C=C/c2c([N+](=O)[O-])c(=O)n(C)c(=O)n2C)cc1O	-14%	.	3%	-10%	-14%	0%
COc1ccccc1/C=C1\C(=O)NC(=S)N(c2ccccc2)C1=O	3%	17%	?	2%	7%	8.9µM*
O=C(NCC1CCCN1S(=O)(=O)c1cccs1)c1ccc(F)c(F)c1 (centres undefined)	-24%	12%	-1%	.	?	-1%
COc1ccc(OCC(=O)Nc2ccc(S(=O)(=O)N(C)c3ccccc3)cc2)cc1	2%	?	0%	-1%	-1%	7%
Cc1c(Cc2ccccc2)c(=O)oc2c(C)c(OCC(=O)Nc3ccc(C#N)cc3)ccc12	?	2.1µM*	-1%	-7%	-3%	-1%
O=C(Nc1ccccc1)OCC(CN1CCCCC1)OC(=O)Nc1ccccc1 (centres undefined)	?	?	7%	.	1%	5%
CC(=O)Nc1ccc(S(=O)(=O)NCC(=O)N2CCN(S(=O)(=O)c3cccs3)CC2)cc1	?	?	-2%	.	-1%	4%
COCC(=O)Nc1ccc(C(=O)Nc2ccccc2Cl)cc1	76%[activator]	193%[activator]	.	-9%	.	6%
Cc1ccc(N2CC(NC(=O)C3CC3)CC2=O)cc1 (centres undefined)	5%	-1%	8%	.	6%	1%
Cc1cc(Cl)ccc1OCC(=O)N1C(C)CCCC1C (centres undefined)	14%	111%[activator]	-4%	-4%	9%	-10%
Cc1ccc(NC(=S)N(CCCN2CCCC(C)C2)Cc2ccco2)cc1C (centres undefined)	-18%	-4%	-1%	3%	-18%	0%
O=C(Nc1ccc(NC(=O)c2ccccc2Cl)nc1)c1ccco1	-22%	10%	-20%	-2%	-21%	2%
O=S(=O)(NCC1CCCO1)c1ccc(-c2ccc(S(=O)(=O)NCC3CCCO3)cc2)cc1 (centres undefined)	-12%	-13%	-18%	-9%	?	1%[57.1 µM]

Nothing new here: an excerpt of the list.
SMILES	Pf growth 48h	Pf growth 96h	TbPYK inhibitor	LmPK inh	HCV inh	Sm TGR inh
CN1C(=O)C(C)(C)c2cc(S(=O)(=O)N3CCC(C(=O)NCc4ccc(Cl)cc4)CC3)ccc21	?	?	0%	12%	?	0%
CCOc1cc(C(=O)N(C)Cc2cc3cc(OC)ccc3[nH]c2=O)cc(OCC)c1OCC	-10%	10%	-8%	6%	?	-20%
COc1ccc(Nc2ncnc3sccc23)c(OC)c1	4%	7%	-5%	-5%	-21%	5%
Cc1cc(Br)ccc1NC(=O)CSc1nnc(CN2CCOCC2)n1C	-1%	3%	6%	0%	1%	1%
CCc1cc2c(=O)c(-c3ccc4c(c3)OCCO4)coc2cc1OS(C)(=O)=O	68%[activator]	27%	-3%	-2%	11µM*	0%
COc1ccc(/C=C/c2c([N+](=O)[O-])c(=O)n(C)c(=O)n2C)cc1O	-14%	.	3%	-10%	-14%	0%
COc1ccccc1/C=C1\C(=O)NC(=S)N(c2ccccc2)C1=O	3%	17%	?	2%	7%	8.9µM*
O=C(NCC1CCCN1S(=O)(=O)c1cccs1)c1ccc(F)c(F)c1 (centres undefined)	-24%	12%	-1%	.	?	-1%
COc1ccc(OCC(=O)Nc2ccc(S(=O)(=O)N(C)c3ccccc3)cc2)cc1	2%	?	0%	-1%	-1%	7%
Cc1c(Cc2ccccc2)c(=O)oc2c(C)c(OCC(=O)Nc3ccc(C#N)cc3)ccc12	?	2.1µM*	-1%	-7%	-3%	-1%
O=C(Nc1ccccc1)OCC(CN1CCCCC1)OC(=O)Nc1ccccc1 (centres undefined)	?	?	7%	.	1%	5%
CC(=O)Nc1ccc(S(=O)(=O)NCC(=O)N2CCN(S(=O)(=O)c3cccs3)CC2)cc1	?	?	-2%	.	-1%	4%
COCC(=O)Nc1ccc(C(=O)Nc2ccccc2Cl)cc1	76%[activator]	193%[activator]	.	-9%	.	6%

(cont.)
SMILES	Pf growth 48h	Pf growth 96h	TbPYK inhibitor	LmPK inh	HCV inh	Sm TGR inh
COc1ccc(CCNCC(O)COc2cccc(C(C)=O)c2)cc1OC (centres undefined)	-15%[0.00184 µM]	-27%	-9%	2%	-13%	?
Cc1cc(C)nc(NNC(=O)c2ccccc2O)n1	11%	-23%	-3%	0%	-7%	.
CC(C)c1ccc(C2(O)C(=O)Nc3cc(Br)ccc32)c(O)c1 (centres undefined)	13µM*	13µM*	-8%	-1%	-4%	2%
CCn1cc(CCCC(=O)NCc2cccc(OC)c2)c2ccccc21	?	?	-5%	0%	?	0%
O=C(N/N=C/c1ccc(OC(F)F)cc1OC(F)F)NC1CCCCC1	10µM*	?	-2%	-1%	?	-9%
Cc1c(NC(=O)c2ccco2)cccc1C(=O)NN1C(=O)c2ccccc2C1=O	41%[activator]	15µM*	2%	1%	4%	5%
COc1ccc(C2CC(=O)C(C=NCCN3CCN(C(C)=O)CC3)=C(O)C2)cc1 (centres undefined)	24%	40%[activator]	0%	-2%	-9%	-22%
Cc1cccc(NC(=O)c2nc[nH]c2C(=O)N2CCN(C(=O)OC(C)(C)C)CC2)c1	0%	?	2%	.	14%	48%[activator]
O=C(COc1ccc(Cl)cc1Cl)NCc1ccco1	55%[activator]	?	2%	-1%	19%	0%
CCC1(c2ccccc2)NC(=O)N(CC(=O)Nc2cccc(C#N)c2)C1=O (centres undefined)	5%	?	1%	2%	-9%	4%
O=c1[nH]c2ccccc2c(=O)n1CCCO	.	41%[activator]	0%	5%	16%	-4%
O=C1OC(c2ccccc2)c2ccccc21 (centres undefined)	6%	36%	-2%	3%	14%	0%
COc1ccccc1N1CCN(C2=NS(=O)(=O)c3ccccc32)CC1	23%	8%	-7%	2%	-3%	-3%
CC(C)[C@H](NC(=O)c1ccccc1)C(=O)OCC(=O)Nc1ccc2c(c1)OCCO2	17%	58%[activator]	-5%	4%	-6%	-15%
CC(C)(C)C(=O)c1sc2nc(-c3cccs3)cc(C(F)(F)F)c2c1N	0%	19%	-23%	1%	7%	-9%
Cc1nc(C(=O)NNC(=O)c2ccccc2Cl)c(C(F)(F)F)o1	0%	0%	-6%	-1%	4%	2%
S=c1[nH]nc(-c2cc(-c3ccccc3)n[nH]2)n1/N=C/C(Br)=C/c1ccccc1	5.2µM*	9.3µM*	?	2%	?	?
Cc1ccc(/C=N/Nc2nc(C)cc(C)n2)cc1	9%	12%	6%	-1%	14%	-1%
COc1cc(Cl)c(C)cc1NC(=O)CSc1ccc(NC(C)=O)cc1	-5%	1%	4%	-1%	?	-1%
COCCN(C(=S)Nc1ccc(C)cc1)C(C)c1cccnc1 (centres undefined)	?	-15%	-2%	-2%	1%	-8%
O=C(Cc1ccc([N+](=O)[O-])cc1)NNC(=O)c1cccs1	29%	51%[activator]	-1%	0%	12%	-1%
O=C(OCC(=O)N1CCOCC1)c1ccccc1SCC(=O)N1CCCC1	.	.	-19%	-2%	12%	42%[activator][11.4 µM]
